OX1R antag-1 – antagonists of human orexin 1 receptor (OX1R); Orexin/Hypocretin receptor type 1 (Homo sapiens), O43613; OX1R-expressing cells, FRET antagonist read-out; inhibition, % at 6.6 µM; 330,000 compounds, 1.8% hits; AID 485270, 2010; in the data active means inhibition mostly above about 38%, no sharp cut-off; inactive means mostly below about 40%;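 further: 0% = agonist challenge alone and 100% = reference antagonist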
Target sequence (O43613 whole entry, looked up): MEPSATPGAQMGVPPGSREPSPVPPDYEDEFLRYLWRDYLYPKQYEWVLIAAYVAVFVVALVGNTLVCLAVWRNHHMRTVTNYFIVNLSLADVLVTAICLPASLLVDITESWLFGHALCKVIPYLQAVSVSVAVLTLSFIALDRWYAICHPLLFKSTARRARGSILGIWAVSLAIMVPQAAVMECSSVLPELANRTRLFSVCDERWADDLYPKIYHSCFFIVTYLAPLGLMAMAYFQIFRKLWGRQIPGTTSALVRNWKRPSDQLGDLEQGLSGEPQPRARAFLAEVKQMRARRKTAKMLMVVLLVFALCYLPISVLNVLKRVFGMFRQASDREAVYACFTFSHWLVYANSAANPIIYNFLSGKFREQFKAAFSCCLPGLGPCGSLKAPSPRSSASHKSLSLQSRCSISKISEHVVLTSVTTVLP
STK33 inh – inhibitors of purified STK33 kinase, primary screen, biochemical, ADP-Glo luminescence, homogeneous, cell-free; MBP phosphorylation; inhibition, % at 10 µM; 320,000 compounds, 0.073% hits; AID 2661, 2010;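 active means inhibition at or above 25%, using the most active replicate where run in duplicate; inactive means inhibition below 25%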
Target sequence (Q9BYT3 whole entry, looked up): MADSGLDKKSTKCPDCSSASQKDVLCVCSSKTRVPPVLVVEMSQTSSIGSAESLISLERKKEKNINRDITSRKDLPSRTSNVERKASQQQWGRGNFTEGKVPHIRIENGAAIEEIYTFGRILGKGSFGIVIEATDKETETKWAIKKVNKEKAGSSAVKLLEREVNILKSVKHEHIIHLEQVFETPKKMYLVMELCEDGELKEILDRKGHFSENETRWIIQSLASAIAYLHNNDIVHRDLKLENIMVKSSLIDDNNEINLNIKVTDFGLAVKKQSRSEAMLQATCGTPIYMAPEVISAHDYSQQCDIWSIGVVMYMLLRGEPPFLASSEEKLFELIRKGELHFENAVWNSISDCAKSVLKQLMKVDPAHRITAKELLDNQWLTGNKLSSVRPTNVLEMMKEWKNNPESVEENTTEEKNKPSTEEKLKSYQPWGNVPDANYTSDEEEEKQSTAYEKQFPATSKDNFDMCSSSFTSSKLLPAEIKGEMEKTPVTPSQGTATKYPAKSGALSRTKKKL
OX1R antag-2 – OX1R (HCRTR1) antagonists, primary screen, fluorescence, CHO/OX1R cells, Fluo-8 calcium, orexin A; Orexin/Hypocretin receptor type 1 (Homo sapiens), O43613; Fluo-8 calcium fluorescence; inhibition, % at 5 µM; 330,000 compounds, 0.43% hits; AID 434989, 2010;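 active means inhibition above its plate's threshold, mean inhibition of all tested compounds on the plate plus 3 SD, cut at about 37% in these data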;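 further: 0% = orexin A challenge wells and 100% = SB-334867-A antagonist wells; not every result past the cut was called active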
* marks the source's active call; other numbers are inactive results; x = not tested or not shown.

OX1R antag-1	STK33 inh	OX1R antag-2	smiles
26	0.2	0	Cc1ccsc1C(=O)N1CCCC(C(=O)c2cc(F)ccc2F)C1 (configuration not stated)
10	0.8	-19	CCN(C1CCS(=O)(=O)C1)S(=O)(=O)c1ccc2ccccc2c1 (configuration not stated)
20	-1.3	-22	Cc1cc(NC(=O)c2cc3ccccc3o2)ccc1NC(=O)c1ccccc1
5	-1.0	6	Cc1cc(C)nc(NC(C)(C)C(=O)O)n1
13	0.0	1	CN(C)c1cccc(C(=O)NNC(=O)CSc2ccccc2)c1
9	3.1	-6	CC(/C=N/n1c(-c2ccco2)n[nH]c1=S)=C\c1ccco1
16	-0.2	-32	CCCCOc1ccc(/C=C/C(=O)N(CC)CC(=O)Nc2ccc3c(c2)OCCO3)cc1OC
9	28*	13	O=C(OC[C@H]1O[C@@H](OC(=O)c2cc(O)c(O)c(OC(=O)c3cc(O)c(O)c(O)c3)c2)[C@H](OC(=O)c2cc(O)c(O)c(OC(=O)c3cc(O)c(O)c(O)c3)c2)[C@@H](OC(=O)c2cc(O)c(O)c(OC(=O)c3cc(O)c(O)c(O)c3)c2)[C@@H]1OC(=O)c1cc(O)c(O)c(OC(=O)c2cc(O)c(O)c(O)c2)c1)c1cc(O)c(O)c(OC(=O)c2cc(O)c(O)c(O)c2)c1
2	-2.6	-5	O=C(CC(C(=O)O)c1ccccc1)Nc1cccc2ccccc12 (configuration not stated)
22	0.0	-8	Cc1nnc(SCC(=O)N2CCOCC2)c2ccccc12
6	-0.8	-13	CC(=O)c1ccc(S(=O)(=O)NCCc2cn3ccc(C)cc3n2)cc1
40	1.6	-20	CC(=O)CSc1ccc(-c2nc3cc(C)c(C)cc3[nH]2)cn1
16	-0.8	2	O=C1CCCC2=C1C(c1cccs1)n1nc(SCc3ccccc3)nc1N2 (configuration not stated)
21	-0.5	-10	Cc1nnc2sc(SCC(=O)Nc3nccs3)nn2c1=O
16	0.8	-29	O=C(Nc1ccccc1C(=O)NCC1CCCO1)c1ccccc1F (configuration not stated)

The last four compounds of the section above lead into the next:
OX1R antag-1	STK33 inh	OX1R antag-2	smiles
40	1.6	-20	CC(=O)CSc1ccc(-c2nc3cc(C)c(C)cc3[nH]2)cn1
16	-0.8	2	O=C1CCCC2=C1C(c1cccs1)n1nc(SCc3ccccc3)nc1N2 (configuration not stated)
21	-0.5	-10	Cc1nnc2sc(SCC(=O)Nc3nccs3)nn2c1=O
16	0.8	-29	O=C(Nc1ccccc1C(=O)NCC1CCCO1)c1ccccc1F (configuration not stated)
43	0.0	-16	O=C(Nc1ccc(-c2noc(COc3ccccc3Cl)n2)cc1)c1ccco1
29	0.2	-14	C/C(CC(=O)Nc1cc(Cl)ccc1Cl)=N\NC(=O)c1ccccc1Br
11	-1.1	-24	COc1ccc(C(=O)Nc2c3c(nn2-c2ccc([N+](=O)[O-])cc2)CS(=O)(=O)C3)cc1
10	-0.2	-10	O=C(CC(c1ccccc1)c1ccccc1)NCCO
4	0.6	-68	Fc1ccc(COc2ccccc2-c2ccnc3ncnn23)cc1
16	0.8	-10	COc1cc(C2CC(=O)Nc3ccccc3S2)cc(OC)c1OC (configuration not stated)
29	-2.8	-18	CC(C)Cn1c(CCCNC(=O)c2ccco2)nc2ccccc21
2	0.4	-13	C=CCOc1ccccc1/C=N/n1nnnc1N
29	0.1	3	Cc1ccc(S(=O)(=O)N/N=C\c2cc3c(cc2[N+](=O)[O-])OCO3)cc1
2	-2.4	-13	Cc1ccc(NC(=O)CSc2nnc(-c3cc(C)[nH]n3)n2N)c(C)c1
13	-0.9	-16	COc1ccc(-c2csc(NC(=O)CN3C(=O)C4CCCCC4C3=O)n2)c(OC)c1 (configuration not stated)
-1	-0.6	-9	CCn1ccnc1CN1CCC(n2nccc2NC(=O)CCc2ccccc2)CC1
17	-1.5	-13	O=[N+]([O-])c1ccc(-c2cn(-c3ccccc3F)c(=S)[nH]2)cc1
16	-2.1	-29	O=C(CN1C(=O)COc2ccccc21)N1CCN(C2CCCCC2)CC1
17	-1.9	-8	O=C(O)CSCC(=O)N(c1ccccc1)c1ccccc1
6	0.0	-9	Cn1ncc(Br)c1C(=O)N1CCN(C(=O)c2ccco2)CC1
11	-0.3	-28	Cc1ccc(OCC(=O)Nc2ccc3c(c2)CCC3)c([N+](=O)[O-])n1
51	0.6	-11	C/C=C(/C)C(=O)Nc1cccc(C2=NOC3(C2)C[C@H](C(N)=O)N(C(=O)Cc2ccc([N+](=O)[O-])cc2)C3)c1 (some centres not stated)
7	-1.5	-24	C/C(CC(=O)N1CCN(C=O)CC1)=N\NC(=O)c1ccc(Cl)cc1
10	7.2	16	Cc1cccc(C(=O)NC2CCN(S(=O)(=O)c3ccc(F)cc3)CC2)c1
15	-0.6	-20	CC(=O)c1cccc(NC(=O)N2CCCC2C(=O)NCc2ccc(C)cc2)c1 (configuration not stated)
11	-3.1	4	COc1cccc(CN2CC(C(=O)NC3CCC(O)CC3)CCC2=O)c1 (configuration not stated)
3	0.5	-8	CN1CCC(N(C)CC(O)c2ccccc2)CC1 (configuration not stated)
8	-0.8	-36	Cc1ccc(-c2nnc(SCC(=O)Nc3ccc4c(c3)OCCO4)n2N)cc1
20	0.2	-11	CN1CCN(C(=O)c2cnn3c2NC(c2ccccc2)CC3C(F)(F)F)CC1 (configuration not stated)
0	-0.8	-9	Cc1occc1C(=O)NCc1ccccc1
-5	0.2	8	CCSc1nc2ccccc2n1CC(N)=O
32	10	-21	O=C(CSc1ccc2nnc(-c3ccccc3)n2n1)N1CCCc2ccccc21
19	1.4	-29	CCOC(=O)[C@H]1[C@H]2COc3ccc(OC)cc3[C@@H]2N2C(=O)c3cc(F)c(F)cc3NC(=O)[C@@]12C
17	-1.1	-17	COc1ccc(C2N(c3ccc4c(c3)OCCO4)C(=O)C2(F)F)cc1OC (configuration not stated)
4	-0.3	2	COc1ccc(NC(=O)COC(=O)c2cc(=O)c3ccccc3o2)cc1OC
3	1.0	-17	Cc1ccc(Cn2ncc3c(N4CCCC4)ncnc32)cc1
15	0.0	4	COc1ccccc1C(=O)n1nc(-c2ccco2)nc1N
20	2.4	-9	O=C1c2cccnc2C(=O)N1Cc1ccc(Cl)cc1
-4	-0.1	-28	COc1ccc(NS(=O)(=O)c2cc(NC(=O)c3ccc(=O)[nH]n3)ccc2N2CCOCC2)cc1
62*	-1.8	29	Cc1cc(C(C#N)c2ccc(Cl)cc2)c(Cl)cc1NC(=O)c1cc(I)cc(I)c1O (configuration not stated)
13	0.3	-5	COc1cc2[nH]ccc(=O)c2cc1OC
5	0.2	-4	COc1cccc(CN2CCN(Cc3ccc(O)cc3)CC2CCO)c1 (configuration not stated)
11	0.7	-10	CC(=O)Nc1nc2c(c3c1c(=O)oc1ccccc13)CCCCC2
2	1.1	-15	O=C(NC1CCCCC1)N1CCCC(c2nc3ccccc3[nH]2)C1 (configuration not stated)
13	-1.0	-5	COc1ccc(C(=O)N2CCCC(Nc3ccc(C)c(C)c3)C2)cc1 (configuration not stated)
33	0.6	6	CC(=O)Nc1ccc(S(=O)(=O)N(C)Cc2cnn(C)c2)cc1
23	-1.1	-27	O=C1CCc2cc(S(=O)(=O)Nc3ccc(C(F)(F)F)cc3)cc3c2N1CC3
6	-0.6	-27	CC(C)CC(NC(=O)C1CCC(C)CC1)C(=O)Nc1cccnc1 (configuration not stated)
-1	-0.3	-23	Cc1cccn2c(=O)c(C(=O)NCCCN3CC(C)CC(C)C3)c(O)nc12 (configuration not stated)

Some of these compounds in order of SMILES length, lowest first:
OX1R antag-1	STK33 inh	OX1R antag-2	smiles
13	0.3	-5	COc1cc2[nH]ccc(=O)c2cc1OC
15	0.0	4	COc1ccccc1C(=O)n1nc(-c2ccco2)nc1N
6	-0.6	-27	CC(C)CC(NC(=O)C1CCC(C)CC1)C(=O)Nc1cccnc1 (configuration not stated)
13	-1.0	-5	COc1ccc(C(=O)N2CCCC(Nc3ccc(C)c(C)c3)C2)cc1 (configuration not stated)
23	-1.1	-27	O=C1CCc2cc(S(=O)(=O)Nc3ccc(C(F)(F)F)cc3)cc3c2N1CC3
62*	-1.8	29	Cc1cc(C(C#N)c2ccc(Cl)cc2)c(Cl)cc1NC(=O)c1cc(I)cc(I)c1O (configuration not stated)

Pulled one by one from the list above:
OX1R antag-1	STK33 inh	OX1R antag-2	smiles
5	0.2	-4	COc1cccc(CN2CCN(Cc3ccc(O)cc3)CC2CCO)c1 (configuration not stated)
23	-1.1	-27	O=C1CCc2cc(S(=O)(=O)Nc3ccc(C(F)(F)F)cc3)cc3c2N1CC3

(list continues)
OX1R antag-1	STK33 inh	OX1R antag-2	smiles
35	-0.2	-8	O=C(Nc1cccc(Cl)c1)c1cc(-c2ccco2)on1
28	-1.0	-25	Cn1c(=O)c2c(nc(CN3CCc4ccccc4C3)n2CC(=O)c2ccccc2)n(C)c1=O
7	-1.0	-36	O=C(NC(=S)Nc1cccc([N+](=O)[O-])c1)C1CCCCC1
17	0.2	-35	COc1ccccc1C(CC(=O)Nc1nccs1)c1ccco1 (configuration not stated)
-6	-1.5	-15	CC1(C)CC(N(Cc2ccccc2)C(=O)Cc2ccccc2)CCO1 (configuration not stated)
1	-1.2	-18	Clc1ccc(OCCn2cnc(Cl)c2Cl)cc1
5	6.0	-24	COc1ccc(OC)c(/C=C/C(=O)OCC(=O)NCc2ccco2)c1
8	0.9	-4	COCc1ccccc1C1=CC(=O)C[C@H](c2ccc(OC)cc2)C1
12	-2.1	-24	Cn1cccc1Cc1nnc(SCC(=O)N2CCN(c3ccccc3)CC2)n1-c1ccc(F)cc1
15	0.0	-4	COc1ccc(/C=N/NC(=O)CCc2c(C)n[nH]c2C)cc1O
24	-2.8	-14	CCOC(=O)c1c(C)[nH]c(C)c1-c1ccccc1OC
11	-4.7	-15	Cc1nnc(SCC(=O)NCCN2C(=O)CSC2=O)s1
21	-0.6	-12	O=C(CCN1C(=O)C2CCCCC2C1=O)Nc1cc([N+](=O)[O-])ccc1Cl (configuration not stated)
3	-0.9	-27	c1ccc(Cn2nnc3c(N4CCc5ccccc5C4)ncnc32)cc1
8	-0.5	2	COc1ccc(CNC(=O)C2CCNCC2)cc1
26	-2.0	-23	COc1ccccc1NC(=O)Cn1cc(C(=O)c2ccco2)c2ccccc21
13	-0.3	-25	COc1ccc(CCNC(=O)CSc2nnc(-c3cccc(F)c3)o2)cc1OC
31	x	-20	CN1CCN(C(=S)SCC(=O)Nc2nc(-c3ccccc3)c(-c3ccccc3)o2)CC1
22	0.5	-19	O=C1CSC(c2ccc(Cl)cc2)N1c1cccnc1 (configuration not stated)
1	-0.2	-23	COc1ccccc1/C=N/NC(=O)c1sc(C)nc1C
11	1.9	-7	Cc1cccc2cc(=O)[nH]c(C)c12
-3	0.0	-14	CCCCn1c(SCC(=O)NC(=O)NCc2ccco2)nc2cc(S(N)(=O)=O)ccc21
8	-1.1	2	Cc1csc(SCC(=O)NC2CCCCC2)n1
15	-0.3	1	CSc1ncccc1C(=O)OCC(=O)c1[nH]c(C)c(C(C)=O)c1C
4	1.4	-2	Cn1c(=O)n(-c2cccc(Cl)c2)c(=O)c2c3c(sc21)COC(C)(C)C3
7	-1.4	-20	COc1ccc(OC)c(S(=O)(=O)N2CCC(C(=O)NCc3ccc4c(c3)OCO4)CC2)c1
21	0.9	-22	CC1(C)Cc2cccc(OCC(=O)Nc3cccnc3Cl)c2O1
40	0.3	-12	COC(=O)[C@@]12CCCCN1[C@H](c1ccc(-c3ccc4c(c3)OCO4)c(OC)c1)[C@@H]1C(=O)N(C)C(=O)[C@@H]12
32	-0.2	-11	O=C(NCCc1ccccc1)c1nc2nc(-c3cccs3)cc(C(F)(F)F)n2n1
33	-1.4	-3	COCCNC(=O)C(=O)c1c(-c2ccccc2)[nH]c2ccccc12
5	-0.4	-14	CCN(CC)S(=O)(=O)c1ccc(C(=O)OCCNC(=O)c2cccnc2)cc1
14	0.4	-6	Cn1nc([N+](=O)[O-])nc1Oc1ccc2ccccc2c1
22	-0.1	-14	O=C(COC(=O)/C=C/c1ccc(Cl)cc1)NCCN1C(=O)CSC1=O
7	0.1	-28	Cc1ccn2c(=O)c(C(=O)NCCC3=CCCCC3)c(O)nc2c1
19	-1.1	-27	O=C(NCC(c1ccc(F)cc1)N1CCOCC1)c1cccnc1Sc1ccc(Cl)cc1 (configuration not stated)
37	-0.9	-15	O=[N+]([O-])c1ccc(Cl)c(-c2ccc(/C=N/n3cnnc3)o2)c1
5	-0.6	-11	CCN(CC)C1=NC=CC(c2ccccc2)=CC1C (configuration not stated)
44	-1.6	-14	CC(C)=CCN1CCN(Cc2cccc3nonc23)CC1CCO (configuration not stated)
6	-0.3	-11	O=C(CNS(=O)(=O)c1ccccc1)Nc1ccc(C(F)(F)F)cc1
-1	-1.9	-21	O=C(COC(=O)c1ccc(F)c(S(=O)(=O)N2CCOCC2)c1)c1ccccc1
13	-0.4	-6	COc1ccccc1Nc1nnc(SCC(=O)N2CCCC2=O)s1
11	-3.9	-23	Cc1ccc(C(=O)CC(=O)c2cccc(F)c2)c(O)c1
4	0.1	-26	CC1CCCCC1N=CC1=C(O)CC(C)(C)CC1=O (configuration not stated)
38	x	-18	Cc1ccc(CNC(=O)C(NS(=O)(=O)c2cccc3nsnc23)C(C)C)cc1 (configuration not stated)
11	-1.6	-27	C#CCNC(=O)C1=C[C@H](c2ccccc2)C[C@H](OCCCCO)O1
38	0.6	-18	Cc1ccc(-n2nnnc2Sc2ccc(S(=O)(=O)NCCN(C)C)cc2[N+](=O)[O-])cc1
10	-1.4	-9	CCC1CCCCN1CCCNC(=O)Cn1c(=O)c2cccn2c2cccnc21 (configuration not stated)

Assay outcomes (PubChem BioAssay)
